Screens from PubChem.
Abeta yeast res: compounds reversing amyloid beta toxicity in yeast | actives 0.063% (n = 410,000) | AID 1347071 | Potency, µM (series often up to 46.1 µM), for the others: at the top dose growth rescue, hits mostly activators | yeast expressing A-beta42, growth rescue, OD600, 48 h; response scale: 0% DMSO, 100% iron-clioquinol control; note: potency is the fitted concentration of half-maximal effect; nearly all actives have a fitted effect of over 55% in size
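Yeast A-beta toxicity model in growth medium with pinned compounds, 48 h at 30 C; growth read as absorbance at 600 nm. Normalized to FeCl3/clioquinol equimolar mix (positive) and DMSO (negative).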
PLK1 PBD inh: PLK1 (human) polo-box domain binding inhibition; actives 2.8% (n = 360,000); Potency, µM, inactives show max response, negative = inhibition, usual class: inhibitors; P53350; Plk1 PBD binding of FITC phosphopeptide, fluorescence polarization; note: potency is the fitted concentration of half-maximal effect; series mostly up to about 57 µM; % is set by controls: 0 for no effect and ±100 for the full control effect; nearly all actives have a fitted effect of over 65% in size
Target sequence (P53350 whole entry, looked up, the tested form may be a part): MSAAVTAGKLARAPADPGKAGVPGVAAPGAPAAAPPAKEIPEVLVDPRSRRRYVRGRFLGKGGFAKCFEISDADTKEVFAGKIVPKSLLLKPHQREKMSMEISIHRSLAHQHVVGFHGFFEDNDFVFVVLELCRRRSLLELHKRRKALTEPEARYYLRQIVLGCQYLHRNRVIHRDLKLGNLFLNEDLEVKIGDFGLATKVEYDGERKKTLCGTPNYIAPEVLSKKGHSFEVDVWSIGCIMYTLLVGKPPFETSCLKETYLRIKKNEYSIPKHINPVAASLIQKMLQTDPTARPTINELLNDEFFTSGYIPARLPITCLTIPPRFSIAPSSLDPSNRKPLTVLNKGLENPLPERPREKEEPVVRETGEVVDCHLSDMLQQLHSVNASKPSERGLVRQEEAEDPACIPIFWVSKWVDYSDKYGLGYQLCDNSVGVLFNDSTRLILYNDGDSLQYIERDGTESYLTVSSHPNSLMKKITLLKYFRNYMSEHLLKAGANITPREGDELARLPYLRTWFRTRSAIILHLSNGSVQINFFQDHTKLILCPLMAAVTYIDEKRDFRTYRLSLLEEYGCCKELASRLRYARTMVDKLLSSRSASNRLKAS
aSyn rescue: rescues yeast growth from alpha-synuclein toxicity | Yeast expressing alpha-synuclein, growth rescue, BacTiter-Glo, 24 h | Potency, µM (doses to about 46.1 µM), for the others: top-dose growth rescue (activation), usual class: activators | AID 652106 | actives 0.14% (n = 370,000); note: potency is the fitted concentration of half-maximal effect; % of control where 0% means no effect; nearly all actives have a fitted effect of over 65% in size
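Rescue of yeast growth: cells expressing toxic alpha-synuclein, induced in galactose at OD600 0.02, incubated with compound 24 h at 30 C. ATP luminescence quantified growth; inhibitors of toxicity appear as activators.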
EPAC1 antag: EPAC1 (human) antagonism | EPAC1 GEF assay, Rap1b-BODIPY-GDP exchange fluorescence | Potency, µM (top dose mostly 115 µM), for inactives: top-dose activity change, negative = inhibition, usual class: inhibitors | actives 0.14% (n = 360,000);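 note: potency is the fitted concentration of half-maximal effect; plate controls were vehicle for no effect and positive control for full effect; nearly all actives have a fitted effect of over 50% in size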
EPAC1 ag: activates human EPAC1 exchange factor; O95398; EPAC1 agonist qHTS, biochemical assay; response scale: 100% = response to 6.5 mM cAMP; Potency, µM (titrated, usually from 154 µM), for the others: top-dose activation, hits mostly activators; actives 0.073% (n = 360,000); AID 720707; note: potency is the fitted concentration of half-maximal effect; nearly all actives have a fitted effect of over 60% in size
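Compounds were pinned as a concentration titration into mixtures of EPAC1 (100 nM), BODIPY-GDP-loaded Rap1B (250 nM) and GDP (50 uM). After 5 min at room temperature, fluorescence was followed for 30 min; activity was scaled to 6.5 mM cAMP.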
IL2 activator: activates IL-2 in a cell-based reporter assay. IL-2 activation reporter assay, cell-based qHTS; stimulated with anti-CD3/CD4/CD28 beads; in transgenic mouse T cells. activation, % (series mostly up to about 46 µM). actives 0.065% (n = 360,000); in the data active = activation above about 50%; inconclusive = mostly about 30% to 49%; note: 0% is about no effect
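Screening format: compound pinned onto unstimulated transgenic mouse T cells, 60 min incubation, then anti-CD3/anti-CD4/anti-CD28 bead stimulation for 18 hours at 37 degrees C, followed by EGFP and DsRed detection.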
FUS yeast rescue: suppressors of FUS proteinopathy in yeast; S. cerevisiae FUS-expressing, growth rescue, OD600, 24 h; Potency, µM (series often up to 76.6 µM), without a hit: at the highest dose growth rescue (activation), usual class: activators; actives 0.24% (n = 390,000);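 note: potency is the fitted concentration of half-maximal effect; plate controls were DMSO vehicle for no effect and reference control for full effect; nearly all actives have a fitted effect of over 55% in size; some results filed as inactive show a strong effect at the top dose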
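Cultures pregrown in 2.5% raffinose medium are shifted to minimal medium containing 2% galactose to express toxic FUS. Compounds are tested at several concentrations. After 24hr at 30C, growth is quantified at 600 nm absorbance.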
WRN inhibitor: blocks human WRN helicase | Q14191 | Potency, µM (series often up to 114 µM), for the others: at the top dose activity change, negative = inhibition, most hits filed as inhibitors | WRN helicase unwinding, fluorescent forked duplex, kinetic | actives 0.46% (n = 360,000); note: potency is the fitted concentration of half-maximal effect; % is set by controls: 0 for no effect and ±100 for the full control effect; nearly all actives have a fitted effect of over 55% in size
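WRN at 20 nM final preincubated with compound 15 min at room temperature; reaction started with 100 nM fluorophore/quencher forked duplex oligonucleotide and 2 mM ATP final. Unwinding followed kinetically by red fluorescence (ex 525, em 598 nm).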
PI5P4Ka inh: PI5P4K alpha (human) kinase inhibition; PI5P4Kalpha enzyme, ADP-Glo luminescence, 60 min; active compounds read low; P48426; actives 1.2% (n = 330,000); max response, %; AID 652105; active = max response of -50% or lower; inconclusive = between -30% and -50%; inactive = -30% or higher; note: value at the top dose of about 77 µM; % is set by controls: 0 for no effect and ±100 for the full control effect
Target sequence (P48426 whole entry, looked up): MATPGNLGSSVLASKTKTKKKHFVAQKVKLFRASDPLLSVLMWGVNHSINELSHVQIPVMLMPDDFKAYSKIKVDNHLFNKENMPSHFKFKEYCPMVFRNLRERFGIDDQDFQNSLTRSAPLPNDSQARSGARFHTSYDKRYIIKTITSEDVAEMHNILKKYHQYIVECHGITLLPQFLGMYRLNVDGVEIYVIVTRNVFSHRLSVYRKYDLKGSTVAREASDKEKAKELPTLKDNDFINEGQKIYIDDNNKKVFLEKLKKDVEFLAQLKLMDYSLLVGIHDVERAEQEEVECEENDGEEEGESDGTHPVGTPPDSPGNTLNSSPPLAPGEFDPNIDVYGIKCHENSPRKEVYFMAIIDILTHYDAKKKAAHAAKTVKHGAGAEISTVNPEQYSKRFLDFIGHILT
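qHTS, 1536-well: enzyme/substrate mix, compound by pin tool, 5 microM ATP final; RT 60 min; ADP-Glo reagents 1 (45 min) then 2 (30 min); luminescence.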
Numbers without * were called inactive; ? = inconclusive; . = no result given; [ ] = another dose, or the depositor's remark. Unless noted, calls come from the whole dose curve; as a rule, active = well fitted curve in the direction sought with a large enough effect; inconclusive = small, poorly fitted or top-dose-only effect, or another doubt; inactive = no such curve, though single readings can be large; an effect the other way counts as inactive or inconclusive.

mol	Abeta yeast res	PLK1 PBD inh	aSyn rescue	EPAC1 antag	EPAC1 ag	IL2 activator	FUS yeast rescue	WRN inhibitor	PI5P4Ka inh
Cn1c2c(c(=O)n(C)c1=O)C(NS(=O)(=O)c1ccc(Cl)cc1)(C(F)(F)F)C(=O)N2 (stereo unspecified)	3%	-5%	-4%	4%	4%	-0.2	-1%	5%	-11
Cc1c(N=C/C=C/c2ccccc2)cnn1C	-14%	-3%	2%	8%	-1%	-0.2	-17%	-2%	2
COc1ccc(C(=O)Cn2nnc(-c3ccccc3NC(=O)C(F)(F)F)n2)cc1	0%	-1%	4%	4%	4%	-0.4	2%	-15%	9
COc1ccc(/C=C/c2nnc(NC(=O)CC(C)C)s2)cc1	-9%	-7%	-3%	3%	-10%	1.4	35%	2%	0
Cc1ccccc1-c1noc(CNC(=O)c2ccco2)n1	-1%	-15%	-4%	-17%	-3%	2.5	-8%	-23%	4
N#C/C(=C\c1ccco1)C(=O)Nn1cnnc1	-22%	?	1%	-18%	-1%	0.0	7%	-12%	8
CCCCCC1CCC(C(=O)O)CC1 (stereo unspecified)	7%	-9%	-3%	7%	-2%	-0.9	31%	6%	-6
COc1ccc(C2=NN(C(=O)/C=C/c3ccccc3)C(c3ccccc3)C2)c(OC(C)=O)c1 (stereo unspecified)	2%	-5%	-6%	-8%	0%	0.9	.	-7%	7
Cc1ccc(COC(=O)NCc2cccnc2)cc1	-12%	-7%	-9%	-4%	19%	-0.1	-18%	3%	1
O=C(/C=C/c1cccs1)N1CCN(c2ccccc2)CC1	29%	-15%	9%	-10%	3%	0.7	-6%	-9%	-8
O=C1N[C@@H](c2ccccc2)COC(=O)[C@H](Cc2ccc(F)cc2)C/C=C\C[C@H]1CC(=O)N(CCO)Cc1ccccc1	0%	3%	-4%	2%	-5%	0.0	-2%	2%	-2
O=S(=O)(Nc1ccc2c(c1)nc1n2CCN(Cc2ccccc2)C1)c1ccc(F)cc1	3%	-17%	5%	-11%	7%	1.1	?	-4%	-16
COc1ccc(/C(C)=N/NC(=O)c2ccccc2N)cc1	5%	-5%	2%	-7%	5%	1.1	-7%	-13%	1
CC1(C(=O)Nc2ccc3c(c2)OCCO3)CCN1C(=O)c1ccccc1CCc1ccccc1 (stereo unspecified)	-7%	1%	2%	-5%	-13%	0.8	37%	-9%	19
Cc1cc(NC(=O)CSc2nnc(C3COc4ccccc4O3)n2N)no1 (stereo unspecified)	8%	7.5µM*	5%	1%	-8%	-0.3	4%	6%	-5
O=C(CCSc1ccccc1)NC1CCCC1	-11%	-11%	-1%	1%	5%	-2.6	?	-6%	0
CCOc1cc(/C=C(/C#N)c2nc3ccccc3[nH]2)ccc1OCc1ccc(C(=O)O)o1	2%	-18%	-7%	-15%	1%	-0.2	.	?	-7
CC(C)Oc1ccc(S(=O)(=O)N2CCCCC2)cc1NC(=O)C1=COCCO1	8%	-6%	5%	-26%	13%	-6.0	20%	-1%	-4
COC(=O)Nc1sccc1C(=O)Nc1sccc1C(=O)OC	1%	-2%	1%	-9%	9%	4.6	26%	0%	.
Cc1ccc(S(=O)(=O)N=Nc2c(O)[nH]c3ccccc23)cc1C	-7%	-12%	-6%	0%	5%	-3.0	2%	-11%	-8
CSCCC(NC(=O)c1ccccc1Cl)C(=O)NCC(c1cccs1)N(C)C (stereo unspecified)	-4%	-4%	0%	-4%	0%	-1.4	-1%	-9%	6
CN(Cc1c(F)cccc1Cl)C(=O)c1ccc(NC(=O)CC2SC(N3CCCCC3)=NC2=O)cc1 (stereo unspecified)	-4%	-25%	-4%	-11%	-7%	-3.9	45%	-1%	1
COc1ccc(-n2cccc2/C=C2\C(=N)N3N=C(C(C)C)SC3=NC2=O)cc1	-14%	?	2%	-7%	1%	-0.8	20%	-24%	1
COc1ccccc1CN1CC(C(=O)NCCN2CCNC2=O)CCC1=O (stereo unspecified)	1%	-11%	-11%	-12%	-3%	-0.9	-22%	5%	5
Oc1ccc(C=NNC(=S)Nc2ccccc2)nc1	-36%[inhibitor]	-3%	-30%	5%	-22%	0.2	9%	3%	?
COCc1cc(C)nc(Nc2ccc(C)c(C)c2)c1C#N	-1%	-1%	-9%	2%	-1%	7.8	-3%	0%	.
Cc1ccc(C)c(NC(=S)N2CCN(Cc3ccccc3)CC2)c1	1%	-22%	-1%	-27%	10%	-0.6	-5%	-6%	5
COc1ccccc1N1CCN(C(=O)C(=O)c2cn(CC(=O)N3CCCC3)c3ccccc23)CC1	10%	-13%	0%	-16%	9%	-1.4	29%	-2%	-4
CCOC(=O)COc1nc2c(c(-c3ccco3)c1C#N)CCc1ccccc1-2	-22%	-10%	-1%	-17%	10%	-3.1	-2%	-10%	-1
Cc1cc(-c2ccccc2)nc(N/N=C/c2ccc([N+](=O)[O-])cc2)n1	6%	1%	-2%	-3%	-3%	-3.4	.	-19%	2
N#Cc1cccc2cccc(S(=O)(=O)N3CCOCC3)c12	-7%	-5%	1%[1.84 µM]	-6%	1%	0.6	-2%	0%	8
Cc1cccc(NC(=O)CSCC(=O)N(C)CC(=O)Nc2cccc(F)c2)c1	13%	-7%	-3%	-17%	-5%	-0.6	2%	-12%	2
O=C(Nc1cccc(-c2cnc3ccccc3n2)c1)c1cccc(NC(=O)c2ccco2)c1	-1%	-4%	-2%	-4%	5%	-1.4	52%	?	.
CCOC(=O)c1sc(C)c2c(=O)n(Cc3ccc(Cl)cc3)cnc12	6%	2%	5%	10%	-2%	-2.4	-7%	-1%	-2
COc1ccc(C(=O)NNC(=S)NC(=O)c2cccs2)cc1	25%	-19%	-1%	-25%	11%	0.2	22%	-1%	1
CCCCC(=O)Nc1ccc(C(=O)Nc2cccnc2)cc1	4%	-11%	-2%	-5%	9%	-2.4	31%	-1%	.
CC(/C=N/NC(=O)c1nnn(-c2nonc2N)c1C)=C\c1ccccc1	-8%	-9%	-4%	5%	-1%	6.2	3%	-3%	-7
NC(=O)C1CC(=O)N(c2ccc(OCc3ccc(F)cc3)cc2)C1 (stereo unspecified)	-1%	-21%	-4%	-2%	-4%	-1.6	-12%	20%	-8
O=C(CNC(=O)c1ccc(Br)o1)OCC(=O)c1cccc([N+](=O)[O-])c1	5%	-8%	4%	1%	1%	-2.3	15%	-21%	-19
COc1ccccc1NC(=O)CN(c1ccc(C)cc1)S(=O)(=O)c1c(C)n[nH]c1C	-2%	-10%	0%	1%	11%	-2.0	32%	-23%	6
COc1ccccc1CNC(=O)C(=O)NCC(c1ccco1)N1CCOCC1 (stereo unspecified)	-3%	-29%	4%	-17%	-4%	2.5	-5%	6%	2
COc1ccc(C(=O)Nc2nc(N)n(-c3ccccc3)n2)cc1OC	17%	2%	-7%	8%	-5%	2.3	4%	-1%	6
CCOC(=O)c1c(C)[nH]c(C(=O)COC(=O)c2oc3ccc(OC)cc3c2C)c1C	6%	-3%	-7%	1%	11%	-1.1	-43%	2%	1
NC(=O)C1CCN(c2nnnn2-c2ccccc2)CC1	-6%	-9%	-11%	10%	1%	-3.0	7%	0%	-3
Cc1ccc(/C=N/OC(=O)c2nn(C)cc2Cl)cc1	-16%	-7%	-11%	-10%	1%	1.8	2%	1%	-2
Cc1nn(-c2ccccc2)c2c1C(c1ccccc1)C(C#N)=C(N)O2 (stereo unspecified)	10%	27µM*	0%	-6%	-4%	-0.6	1%	1%	-12
Cc1ccc(S(=O)(=O)N2CCN(C(=O)C3CCCCC3)CC2)cc1	6%	-1%	2%	9%	-5%	-1.6	4%	2%[57.1 µM]	.
Cc1ccc(N(C(C)C(=O)Nc2cccc(N(C)S(C)(=O)=O)c2)S(C)(=O)=O)cc1 (stereo unspecified)	7%	-14%	-3%	-10%	6%	0.7	22%	-31%	-2
Cc1cc(Nc2ccccc2)c2c([N+](=O)[O-])c(C)cc(C)c2n1	2%	0%	0%	4%	1%	-3.0	.	-13%	19
COc1ccc(/C=N/NC(=O)c2nnn(-c3nonc3N)c2-c2cccc(OC)c2)cc1	6%	-19%	-5%	-7%	14%	-0.3	7%	-5%	3

Next part.
mol	Abeta yeast res	PLK1 PBD inh	aSyn rescue	EPAC1 antag	EPAC1 ag	IL2 activator	FUS yeast rescue	WRN inhibitor	PI5P4Ka inh
O=C(CN1CCN(Cc2ccccc2)CC1)N1CCCc2c1c(=O)oc1ccc(O)cc21	12%	-6%	-1%	2%	15%	-2.9	27%	-7%	.
O=C(NCCCN1CCOCC1)c1nn2c(C(F)(F)F)cc(-c3ccco3)nc2c1Cl	-1%	-6%	0%	-3%	-5%	0.1	1%	8%	4
COc1ccc2nc(C)c(C(N)=O)cc2c1	1%	-2%	-4%	6%	-2%	-0.1	-6%	1%	2
COCCCNc1nc2ccccc2nc1NS(=O)(=O)c1ccccc1	-19%	-8%	-1%	-25%	1%	0.0	-15%	-1%[57.1 µM]	-5
O=C1OC2CCC1(c1ccccc1)C2 (stereo unspecified)	0%	-7%	-3%	-4%	11%	0.7	-9%	-1%	1
Cn1c(CSCc2ccccc2)nnc1SCC(=O)Nc1nccs1	3%	-7%	.	-1%	1%	-0.9	5%	-10%	0
Cc1ccc(NC(=S)N2CCC(NC(=O)c3ccccc3)CC2)cc1	-7%	-4%	-1%	1%	1%	0.2	3%	8%	-7
CCC[N+](CC#Cc1ccccc1)(CCC)CC(=O)OCC	-1%	3%	-2%	3%	8%	5.5	2%	-35%[57.1 µM]	2
Cc1cc(S(=O)(=O)NCc2ccccc2)ccc1OCC(=O)N1CCOCC1	6%	-5%	-11%	17%	15%	-1.0	8%	-10%	-1
Cc1ccccc1C(=O)N1CCN(c2ncnc3c2cnn3-c2ccccc2)CC1	6%	-6%	?	-10%	2%	-1.8	?	-1%	.
